Screening data deposited in PubChem by National Center for Advancing Translational Sciences (NCATS).
LmPK inh = blocks Leishmania mexicana pyruvate kinase activity; Q27686; purified LmPK, Kinase-Glo ATP luminescence, 1 h; Potency, µM (titrated, usually from 57.5 µM), for inactives: top-dose activity change, negative = inhibition, hits mostly inhibitors; 290,000 compounds, 0.37% hits; AID 1721; also: potency is read from the fitted curve at half-maximal effect
Target sequence (Q27686 whole entry, looked up): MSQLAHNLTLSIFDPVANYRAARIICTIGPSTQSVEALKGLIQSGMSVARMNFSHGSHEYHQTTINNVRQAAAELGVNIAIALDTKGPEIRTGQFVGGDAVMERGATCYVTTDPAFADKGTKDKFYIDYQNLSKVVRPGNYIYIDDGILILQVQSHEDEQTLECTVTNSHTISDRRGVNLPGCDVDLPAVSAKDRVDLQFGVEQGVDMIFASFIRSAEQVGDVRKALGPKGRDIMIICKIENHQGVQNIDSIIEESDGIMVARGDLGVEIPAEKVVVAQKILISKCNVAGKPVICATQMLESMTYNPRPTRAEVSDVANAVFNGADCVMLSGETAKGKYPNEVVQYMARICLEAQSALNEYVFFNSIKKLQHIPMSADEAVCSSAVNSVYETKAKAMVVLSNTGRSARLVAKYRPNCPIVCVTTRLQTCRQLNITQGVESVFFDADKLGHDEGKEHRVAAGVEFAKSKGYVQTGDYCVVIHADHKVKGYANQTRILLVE
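0.1 nM LmPK, 0.5 mM PEP, 0.1 mM ADP; 50 mM imidazole pH 7.2, 7 mM MgCl2, 50 mM KCl; 1 h RT. Kinase-Glo luminescence readout, normalized to no-enzyme (full inhibition) and uninhibited wells.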
AmpC detergent = AmpC beta-lactamase inhibition with detergent present; AmpC hydrolysis of nitrocefin, absorbance 480 nm, 0.01% Triton; Potency, µM (titrated, usually from 114 µM), for inactives: at the highest dose activity change, negative = inhibition, usual class: inhibitors; 370,000 compounds, 0.041% hits; AID 485294;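 also: potency is read from the fitted curve at half-maximal effect; 0% = no-compound wells and -100% = no-enzyme wells; nearly all actives have a fitted effect of over 25% in size; some results filed as inactive show a strong effect at the top dose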
Target sequence (P00811 whole entry, looked up): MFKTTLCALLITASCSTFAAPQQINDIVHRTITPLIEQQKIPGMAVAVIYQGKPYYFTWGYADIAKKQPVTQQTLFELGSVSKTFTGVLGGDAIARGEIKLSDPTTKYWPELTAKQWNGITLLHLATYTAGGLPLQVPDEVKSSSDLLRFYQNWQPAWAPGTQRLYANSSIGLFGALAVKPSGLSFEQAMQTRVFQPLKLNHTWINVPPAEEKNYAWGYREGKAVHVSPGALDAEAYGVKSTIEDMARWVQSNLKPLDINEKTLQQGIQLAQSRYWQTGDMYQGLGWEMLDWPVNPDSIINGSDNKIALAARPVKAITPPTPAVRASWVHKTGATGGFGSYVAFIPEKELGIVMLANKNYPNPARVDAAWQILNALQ
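20 mM phosphate pH 7.0 + 0.01% (detergent screen) or 0.0001% Triton X-100; 5.3 nM AmpC reagent; cpd preinc 15 min RT; nitrocefin (800 uM stock) to start; A480 q20 s × 4 min; Activity was normalised to no-enzyme and no-compound control wells.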
HCV inhibitor = HCV inhibition; 340,000 compounds, 3.4% hits; Potency, µM (doses to about 41.8 µM), for inactives: at the highest dose activity change, negative = inhibition, usual class: inhibitors; Huh7.5.1 HCVcc-Cre infection, luciferase reporter, 44 h; also: potency is read from the fitted curve at half-maximal effect
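Cells (1,000/well) were plated 4 h before compound, then infected with HCVcc-Cre virus (~0.5 moi). After 44 h further culture, infection was read as luciferase luminescence following a 15 min substrate incubation at room temperature.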
AmpC inh no detg = AmpC beta-lactamase inhibition without detergent | Potency, µM (series often up to 57.1 µM), inactives show top-dose activity change, negative = inhibition, actives largely listed as inhibitors | 330,000 compounds, 0.52% hits | AID 485341 | AmpC nitrocefin hydrolysis, absorbance 480 nm, 0.0001% Triton | P00811;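 also: potency is read from the fitted curve at half-maximal effect; plate controls were no compound for no effect and no enzyme for full effect; nearly all actives have a fitted effect of over 20% in size; some results filed as inactive show a strong effect at the top dose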
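AmpC (5.3 nM in the dispensed reagent) in 20 mM phosphate pH 7.0 with 0.01% (detergent screen) or 0.0001% Triton X-100 was preincubated with compounds for 15 min at room temperature. Nitrocefin was then added from an 800 uM solution, and hydrolysis was followed at 480 nm.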
Tb PYK inh = blocks Trypanosoma brucei pyruvate kinase; Q57TT1; TbPYK enzyme, Kinase-Glo Plus ATP luminescence, 45 min; Potency, µM (titrated, usually from 76.8 µM), for inactives: top-dose activity, negative = inhibition, most hits filed as inhibitors; 410,000 compounds, 0.12% hits; AID 624173; also: potency is read from the fitted curve at half-maximal effect; nearly all actives have a fitted effect of over 50% in size
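Luminescence from Kinase-Glo Plus, added after a 45-minute room-temperature reaction, served as the end-point read-out. The enzyme and substrate were preincubated with compound before ADP (130 uM final) initiated turnover. Concentration-effect curves came from normalized qHTS data.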
AMA1-RON2 inh = AMA1-RON2 (P. falciparum) interaction inhibition; Potency, µM (series often up to 58.2 µM), inactives show at the highest dose activity change, negative = inhibition, actives largely listed as inhibitors; AlphaScreen AMA1-biotinylated RON2 peptide binding; 360,000 compounds, 0.2% hits;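 also: potency is read from the fitted curve at half-maximal effect; 0% = vehicle wells and -100% = peptide control; nearly all actives have a fitted effect of over 45% in size; some results filed as inactive show a strong effect at the top dose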
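AMA1 (3D7) with his tag at 25 nM final met compounds first, then biotinylated RON2 peptide at 25 nM; detection used donor plus acceptor beads, 10 µg/mL apiece, read by AlphaScreen after 30 min at room temperature.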
HCMV antiviral = human cytomegalovirus inhibition; HFF cells, HCMV-luciferase reporter, 72 h; active compounds read low; activity change, negative = inhibition, % at 57.5 µM; 410,000 compounds, 4.5% hits; AID 1259415; in the data active = activity change below about -60%; inconclusive = no clear call, values can overlap the other calls; inactive = above about -39%
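Cell-based, HFFs, 1000 cells/well, 16 h 37C; cpds in DMSO + HCMV-luc, MOI 1 PFU/cell; 72 h 37C; OneGlo luminescence after 5 min RT; norm. to buffer vs Salinomycin 10uM.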
An asterisk follows results filed as active; ? = inconclusive; / = not tested or not shown; [ ] = another dose, or the depositor's remark. Unless noted, calls follow the shape of the dose curve; as a rule, active = well fitted curve in the direction sought with a large enough effect; inconclusive = small, poorly fitted or top-dose-only effect, or another doubt; inactive = no such curve, though single readings can be large; an effect the other way counts as inactive or inconclusive. Unless noted, % is scaled to controls: 0 for no effect and ±100 for the full control effect. Outcome played no part in choosing rows. About 7.5% of those tested had a hit in this group.

canonical_smiles | LmPK inh | AmpC detergent | HCV inhibitor | AmpC inh no detg | Tb PYK inh | AMA1-RON2 inh | HCMV antiviral
COc1ccc(-c2nnc3ccc(SCC(=O)Nc4cc(C)on4)nn23)cc1 | 1%[11.5 µM] | 2% | / | -21% | / | / | /
O=S(=O)(c1cccc(C(F)(F)F)c1)N1CCN(CC(O)COCc2ccccc2)CC1 (stereo not drawn) | / | / | -21% | 125%[activator] | -5% | ? | -2
CC(C)(C)NS(=O)(=O)c1ccc(OCC(=O)NCCC2=CCCCC2)cc1 | 4% | -9% | -1% | 16% | / | 5% | -15
O=C(Cc1ccccc1F)Nc1ccc2c(c1)CCC2 | 0% | 3% | -3% | -25% | 2% | -8% | -15
O=C(O)CCc1ccc(-c2cccs2)n1CCc1ccccc1 | 5% | -5% | 35%[activator] | -45% | -1% | -16% | -33
O=C(NCc1ccc(F)cc1)C1CCN(S(=O)(=O)N2CCC3(CC2)OCCO3)CC1 | -5% | -13% | 17% | 20% | -7% | -3% | 14
Cc1cc(C)c(OCCOCCN2CCNCC2)c(C)c1 | 1% | 2% | -15% | 1% | 2% | 281%[activator] | 29
CC1(C)CN=C(NCc2ccccc2)S1 | / | / | 15% | / | -2% | 13% | 50
CCn1c(SCC(=O)NC2CCCC2)nnc1C(C)C | -10% | -2% | 4% | -11% | -3% | 38%[activator] | 62
CCc1ccc(NC(=O)c2nc(S(=O)(=O)Cc3ccccc3)ncc2Cl)cc1 | -1% | -11% | / | -28% | / | / | -100*
COc1ccc(S(=O)(=O)N2CCCCCC2)cc1NC(=O)CCNC(=O)c1ccccc1Cl | / | / | / | / | 3% | -2% | 4
CCN1C(=O)N(CC)C(=O)C2(Cc3ccccc3N3CCN(c4ccccc4)CC32)C1=O (stereo not drawn) | 7% | 5% | -10% | 49% | -1% | -8% | 43
O=C1OC(=O)C2C1[C@@H]1CC[C@H]2O1 (stereo partly drawn) | 4% | -22% | -18%[8.37 µM] | -13% | -3% | -5% | -25
COc1ccc(N2CC(NC(=O)CCCc3ccccc3)CC2=O)cc1 (stereo not drawn) | / | 0% | / | / | -11% | / | 9
Cc1cc(CNC(=O)C2CCC(=O)N(CCc3ccc(Cl)cc3)C2)no1 (stereo not drawn) | -6% | 7% | 8% | 17% | -11% | -2% | 8
COc1ccc(C/C(=N\OC(C)=O)c2ccc(OC)cc2)cc1 | ? | -14% | 0% | -7% | -22% | 0% | /
COc1cc(NC(=O)COC(=O)CCc2nc3ccccc3c(=O)[nH]2)cc(OC)c1 | / | / | 18% | -26% | -9% | 6% | -13
CC(=O)Nc1cn(-c2ccccc2)nc1-c1ccccc1 | -4% | -2% | 4% | -13% | 3% | -13% | -27
Cc1ccc2c(CN(C)Cc3ccc(Cl)cc3Cl)cc(=O)oc2c1 | -1% | 6% | 2% | -20% | -1% | -11% | -29
COc1cccc(CNC(=O)N2CCN(S(=O)(=O)c3ccc(Cl)cc3)CC2)c1 | -1% | -11% | -6% | 0% | 0% | 5% | -61*
COc1nc(NCCN2CCOCC2)nc(Nc2ccc([N+](=O)[O-])cc2)n1 | -8% | -1% | -26% | -23% | -1% | 13% | 9
CSCCC(NS(=O)(=O)c1ccc2ccccc2c1)C(=O)O (stereo not drawn) | 2% | -4% | 0% | -13% | -2% | -14% | 15
COc1ccc(NC(=O)c2cc(S(=O)(=O)N3CCOCC3)ccc2C)cc1S(=O)(=O)N1CCOCC1 | / | / | -1% | 77%[activator] | -2% | -11% | 19
CC(=O)NS(=O)(=O)c1ccc(NC(=O)/C=C/c2ccco2)cc1 | 3% | -5% | 2% | -15% | -3% | -4% | ?
C=CCNC(=O)N1CCC(CO)(Cc2ccc(Cl)cc2)CC1 | 3% | 0% | -15% | 20% | -3% | -8% | -31
O=C(Cc1ccc(Br)cc1)Nc1cccc(Cl)c1 | -1% | 1% | -1% | -20% | 5% | 0% | ?
CCC(C)(C)n1nnnc1C(C(C)C)N(CCN1CCOCC1)Cc1cc2cccc(C)c2[nH]c1=O (stereo not drawn) | 6% | 0% | -1% | 122%[activator] | 1% | 26% | 24
COc1cc(C(=O)Nc2sc3c(c2C(=O)NCc2ccco2)CCCC3)cc(OC)c1OC | 5% | 3% | ? | -6% | 0% | 13% | 8
Cc1nc(-c2noc(-c3ccccc3Cl)n2)c(C(F)(F)F)o1 | -20% | 5% | -13% | -3% | -1% | 9% | 38
COc1cc(C(=O)Nn2c(CC(C)C)nc3ccccc3c2=O)cc(OC)c1OC | 0% | -14% | -5% | 7% | -1% | -9% | 37
Cc1ccc(S(=O)(=O)c2nc(-c3cccc(C)c3)oc2N2CCCCC2)cc1 | / | -2% | / | / | 2% | / | 28
CC1CCCCN1C(=O)CN1C(=O)CN(C)C(=O)c2ccccc21 (stereo not drawn) | 0% | 1% | 14% | -10% | -4% | 12% | -7
COc1ccc(NC(=O)c2cc(C)cc(C)c2)cc1S(=O)(=O)N1CCCCC1 | / | 7% | ? | 2% | 0% | -5% | -8
COc1cc(OC)cc(C(=O)NCC(=O)NCCN2C(=O)S/C(=C\c3ccccc3Cl)C2=O)c1 | / | -8% | 10µM* | 62%[activator] | -14% | -3% | 0
CC1=C(C(=O)Nc2ccc(Br)cc2)C(c2ccco2)NC(=O)N1 (stereo not drawn) | 7% | -5% | 3% | -8% | -1% | -1% | 4
COc1ccc2c(CC(=O)NCCN3C(=O)S/C(=C\c4cccnc4)C3=O)coc2c1 | 5% | 2% | -9% | 4% | -14% | -4% | 17
CCC(=O)c1cn(/C(=C\C(=O)OC(C)(C)C)CCC(OC)OC)cc1CC | / | 2% | -26% | 117%[activator] | 4% | 1% | 20
O=C(CN1c2ccccc2S(=O)(=O)c2ccccc21)Nc1ccccc1Cl | / | 0% | / | / | 0% | / | 20
CC(C)(C)S(=O)N1Cc2cc(C(=O)N3CCc4ccccc4C3)nc(-c3cccc(-c4cccnc4)c3)c2[C@@H]1CCO (stereo partly drawn) | / | / | / | / | -9% | -18% | -14
CCc1ccc(S(=O)(=O)Nc2ccc3c(c2)sc(=O)n3C)cc1 | / | 18% | / | / | 1% | / | -18
O=C(Cc1ccccc1)Nn1c(O)c(/C=C2\C=Nc3ccccc32)sc1=S | 2% | ? | ? | -32% | -5% | 6%[11.6 µM] | 4
Nc1nc(-c2ccccn2)nc(N)c1Cc1ccc(Cl)cc1Cl | 11% | ? | 3.5µM* | -18% | 3% | -63% | -93*
O=C(c1ccc(Br)o1)N1CCN(c2ccc3nnc(-c4ccc(F)cc4)n3n2)CC1 | 5% | ? | -9% | 0.56µM* | 0% | -9% | 23
CC(=O)Oc1ccc2c3c(c(=O)oc2c1)CCCC3 | -4% | -14% | -9% | -23% | 8% | -2% | 8
O=C(c1cc(Cl)ccc1OCc1ccccc1)N1CCOCC1 | 0% | ? | -4% | -6% | -6% | -8% | 47
CCN(Cc1ccccc1)C(=O)COc1cc(=O)n(CC)c2ccccc12 | 3% | -19% | -9% | 75%[activator] | 3% | -10% | 94
O=C(CCC1CCCCC1)NCc1cccs1 | -13% | 1% | 8% | -15% | 1% | 5% | 23
CCC1=Nc2cc(C(=O)NCc3ccco3)ccc2Sc2ccc(Cl)cc21 | -2% | -8% | ? | -21% | 3% | -10% | -67*
NC(=O)c1cc2ccc(O)cc2oc1=NCc1ccccc1 | -6% | 0% | 3% | -17% | -3% | -15% | -2
CC(C)(C)OC(=O)N1CCC(C(=O)Nc2cccc(C(=O)NCCCc3ccccc3)c2)CC1 | / | / | 4µM* | / | 3% | -8% | -27
Cc1cc(CNC(=O)C2(C(F)(F)F)C/C(=C\Cc3ccccc3)CCCO2)nn1C (stereo not drawn) | / | / | 9% | / | -8% | 2% | -10
Brc1ccc(-c2noc3c2-c2nc(C4CCCCC4)sc2CC3)cc1 | / | / | 23% | / | 5% | 6% | 8
O=C(O)c1cc(/C=C/c2ccc(N3CCOCC3)cc2)nc2ccccc12 | ? | 2% | 2% | -34% | -21% | 7% | -13
COCCNc1ncnc2c1cnn2-c1ccc(Cl)cc1 | 0% | -15% | -5% | -5% | 0% | 18% | 262
OCCN(Cc1ccccc1)Cc1ncccc1O | / | / | 1% | / | -9% | 54%[activator] | -8
NC(N)=Nc1nc2ccc(Br)cc2c(=O)[nH]1 | 6%[11.5 µM] | -1% | -2% | -34% | 4% | 35%[activator] | -10
OC1(c2cccs2)CN(c2ccc(Br)cc2)C2=[N+]1CCCS2 (stereo not drawn) | 16% | -3% | ? | -32% | 0% | -11% | 0
COc1ccc(CCNC(=O)c2cc3ccccn3n2)c(OC)c1OC | 3% | 1% | -26% | -2% | -1% | 13% | 43
CC12CCC(C(=O)NCCCn3ccnc3)(OC1=O)C2(C)C (stereo not drawn) | 0% | -1% | 7% | -1% | 5% | -15% | -19

Laid out differently: entries from further up
Results follow in this order: LmPK inh	AmpC detergent	HCV inhibitor	AmpC inh no detg	Tb PYK inh	AMA1-RON2 inh	HCMV antiviral
O=C(O)c1cc(/C=C/c2ccc(N3CCOCC3)cc2)nc2ccccc12
 : ?	2%	2%	-34%	-21%	7%	-13
COCCNc1ncnc2c1cnn2-c1ccc(Cl)cc1
 : 0%	-15%	-5%	-5%	0%	18%	262
OCCN(Cc1ccccc1)Cc1ncccc1O
 : /	/	1%	/	-9%	54%[activator]	-8
NC(N)=Nc1nc2ccc(Br)cc2c(=O)[nH]1
 : 6%[11.5 µM]	-1%	-2%	-34%	4%	35%[activator]	-10

Look-ups from above.
Nc1nc(-c2ccccn2)nc(N)c1Cc1ccc(Cl)cc1Cl in Tb PYK inh has 3%
NC(=O)c1cc2ccc(O)cc2oc1=NCc1ccccc1 in HCV inhibitor has 3%
COc1ccc2c(CC(=O)NCCN3C(=O)S/C(=C\c4cccnc4)C3=O)coc2c1 in HCMV antiviral has 17
NC(N)=Nc1nc2ccc(Br)cc2c(=O)[nH]1 in HCMV antiviral has -10
O=C(c1cc(Cl)ccc1OCc1ccccc1)N1CCOCC1 in HCV inhibitor has -4%
CCN(Cc1ccccc1)C(=O)COc1cc(=O)n(CC)c2ccccc12 in AmpC detergent has -19%
